ELG1 DNA repair – inhibitors of ELG1-dependent DNA repair in HEK293T cells. HEK293T ELG1-luciferase reporter, luminescence, 16 h; DNA damage induced by 5-fluorouridine. Potency, µM (series often up to 46.1 µM), without a hit: top-dose activity change, negative = inhibition, most hits filed as inhibitors. actives 2.3% (n = 330,000); also: potency is read from the fitted curve at half-maximal effect; % is scaled to controls: 0 for no effect and ±100 for the full control effect; nearly all actives have a fitted effect of over 55% in size
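Reporter activity after DNA damage by 5-fluorouridine is monitored. Compound-treated cells incubate 16 hr at 37 °C, then ONE-Glo is added for 30 min before luminescence reading.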
FLuc modulator – inhibits or activates purified firefly luciferase, miR-21 counter-screen | P08659 | purified FLuc, Km substrates, luminescence inhibition | Potency, µM (top dose mostly 57.5 µM), inactives show at the top dose activity change, negative = inhibition, hits mostly inhibitors | actives 6.9% (n = 360,000) | AID 588342;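 also: potency is read from the fitted curve at half-maximal effect; plate controls were vehicle for no effect and reference inhibitor for full effect; nearly all actives have a fitted effect of over 55% in size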
Target sequence (P08659 whole entry, looked up): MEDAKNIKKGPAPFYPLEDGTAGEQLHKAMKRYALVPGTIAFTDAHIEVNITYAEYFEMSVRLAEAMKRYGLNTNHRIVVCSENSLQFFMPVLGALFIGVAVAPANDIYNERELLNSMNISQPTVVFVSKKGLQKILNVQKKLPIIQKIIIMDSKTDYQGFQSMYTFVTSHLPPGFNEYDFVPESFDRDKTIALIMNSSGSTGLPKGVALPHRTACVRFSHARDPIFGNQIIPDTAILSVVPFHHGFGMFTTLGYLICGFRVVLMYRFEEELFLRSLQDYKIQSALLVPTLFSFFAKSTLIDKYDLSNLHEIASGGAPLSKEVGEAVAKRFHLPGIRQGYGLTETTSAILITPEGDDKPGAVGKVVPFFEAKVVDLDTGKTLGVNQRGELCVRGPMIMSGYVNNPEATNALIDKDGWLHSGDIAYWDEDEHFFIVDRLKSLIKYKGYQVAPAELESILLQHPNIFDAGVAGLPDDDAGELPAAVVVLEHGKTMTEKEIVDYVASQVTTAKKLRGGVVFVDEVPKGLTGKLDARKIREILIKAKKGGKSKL
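Biochemical qHTS of compounds, final roughly 60 µM downward over six points, against 10 nM purified firefly luciferase using Km concentrations of substrates (10 uM D-luciferin, 10 uM ATP) in Tris acetate pH 7.5 buffer; luminescence output.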
Gal4-VP16 FLuc – counter-screen for ROR gamma inhibitors: Gal4-VP16 reporter; Drosophila S2 Gal4-VP16 UAS-luciferase, luminescence, 20 h; Potency, µM (top dose mostly 53.6 µM), inactives show at the highest dose activity, negative = inhibition, usual class: inhibitors; actives 3.5% (n = 310,000); AID 2546;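 also: Gal4-VP16 expression switched on by copper sulfate through the metallothionein promoter; potency is read from the fitted curve at half-maximal effect; % is scaled to controls: 0 for no effect and ±100 for the full control effect; nearly all actives have a fitted effect of over 50% in size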
Mito fusion act – inhibitors of mitochondrial division or activators of mitochondrial fusion; S. cerevisiae fusion-defective mutant growth rescue, CellTiterGlo 48 h; Potency, µM (titrated, usually from 46.1 µM), without a hit: top-dose growth rescue (activation), hits mostly activators; actives 0.23% (n = 320,000);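 also: potency is read from the fitted curve at half-maximal effect; % of control where 0% means no effect; nearly all actives have a fitted effect of over 45% in size; temperature-sensitive fusion mutants such as fzo1-1 at 37 °C on non-fermentable ethanol glycerol medium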
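Temperature-sensitive fusion-defective S. cerevisiae (e.g. fzo1-1, mgm1-5) were grown with compound in YPEG medium (3% ethanol, 3% glycerol) for 48 hours at 37C. Growth rescue was measured as viability by CellTiterGlo luminescence after 10 minutes at ambient.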
NPC1 promoter act – NPC1 promoter activation; Huh7 NPC1 promoter luciferase reporter, 24 h; actives 2.4% (n = 320,000); Potency, µM (series often up to 9.22 µM), for inactives: at the highest dose activation, hits mostly activators; AID 485313;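 also: potency is read from the fitted curve at half-maximal effect; % of control where 0% means no effect; nearly all actives have a fitted effect of over 60% in size; reporter is driven by a mutant NPC1 promoter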
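Luminescence read-out of NPC1 promoter-driven luciferase in stably transfected Huh7 cells; compounds delivered in DMSO and left 24 h at 37C, 5% CO2, qHTS titration format.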
Rab9 promoter act – activators of Rab9 promoter. AID 485297. Huh7 Rab9 promoter-luciferase reporter, luminescence, 24 h. actives 2.8% (n = 320,000). Potency, µM (series often up to 9.22 µM), for the others: at the top dose activation, negative = inhibition, most hits filed as activators; also: potency is read from the fitted curve at half-maximal effect; % of control where 0% means no effect; nearly all actives have a fitted effect of over 60% in size
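Stable Rab9-luc Huh7, 1500 cells/well, 2 h settle; cmpd in DMSO, 24 h, 37 °C/5% CO2; luciferase reagent 10 min RT; luminescence.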
PKM2 activator – increases activity of human pyruvate kinase M2 | P14618 | purified PKM2, Kinase-Glo ATP luminescence, activation; response scale: 0% is enzyme alone, no compound | Potency, µM (titrated, usually from 57.5 µM), for the others: at the top dose activation, hits mostly activators | actives 0.34% (n = 260,000) | AID 1631; also: potency is read from the fitted curve at half-maximal effect; % is scaled to controls: 0 for no effect and ±100 for the full control effect; nearly all actives have a fitted effect of over 55% in size
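Purified hPK-M2 (>95% pure) converted ADP (0.1 mM final) to ATP with 0.5 mM PEP in 50 mM imidazole pH7.2, KCl, MgCl2, Tween 20, BSA; 1 h at room temperature. ATP detected by Kinase-Glo luminescence.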
RORg inh – inhibitors of mouse ROR gamma transcriptional activity | Drosophila S2 Gal4-RORgamma UAS-luciferase reporter, 20 h | AID 2551 | P51450 | Potency, µM (titrated, usually from 53.6 µM), for the others: at the highest dose activity change, negative = inhibition, hits mostly inhibitors | actives 5.4% (n = 310,000); also: potency is read from the fitted curve at half-maximal effect; % is scaled to controls: 0 for no effect and ±100 for the full control effect; nearly all actives have a fitted effect of over 60% in size
Target sequence (P51450 whole entry, looked up, the tested form may be a part): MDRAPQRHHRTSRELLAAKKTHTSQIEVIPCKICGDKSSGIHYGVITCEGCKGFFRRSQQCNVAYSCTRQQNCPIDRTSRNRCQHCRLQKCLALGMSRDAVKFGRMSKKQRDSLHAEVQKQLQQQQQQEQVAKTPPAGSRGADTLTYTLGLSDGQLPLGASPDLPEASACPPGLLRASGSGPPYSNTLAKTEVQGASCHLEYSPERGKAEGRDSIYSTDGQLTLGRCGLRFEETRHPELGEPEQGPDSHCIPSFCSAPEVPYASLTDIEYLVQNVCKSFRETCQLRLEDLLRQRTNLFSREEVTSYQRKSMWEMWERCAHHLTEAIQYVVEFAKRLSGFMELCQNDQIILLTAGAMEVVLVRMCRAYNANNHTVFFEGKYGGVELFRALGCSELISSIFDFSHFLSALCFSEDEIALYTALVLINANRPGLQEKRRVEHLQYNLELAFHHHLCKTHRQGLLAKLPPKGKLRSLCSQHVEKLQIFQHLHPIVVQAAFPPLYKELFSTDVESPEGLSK
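Stable Schneider cell line, Gal4 DNA-binding domain fused to ROR gamma, UAS-luciferase. Cmpd 1 hr RT → CuSO4 700 uM final → 20 hr RT → luciferase reagent 10 min → luminescence.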
MBNL1 CUG block – blocks human MBNL1 binding to CUG repeat RNA | Q9NR56 | TR-FRET MBNL1-His/biotin-(CUG)12 binding, 665/545 ratio | Potency, µM (highest dose often 57.5 µM), for inactives: at the highest dose activity change, negative = inhibition, actives largely listed as inhibitors | actives 0.036% (n = 280,000) | AID 2675; active = well fitted inhibition curve with a large enough effect in the signal ratio, with a control signal flat, not every such curve was filed as active; inconclusive = small, poorly fitted or top-dose-only effect, or effect the other way, or a change in a side signal; inactive = no such curve, though single readings can be large or run the other way; the % refers to the signal ratio; also: potency is read from the fitted curve at half-maximal effect; % is scaled to controls: 0 for no effect and ±100 for the full control effect
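MBNL1-His + Biotin-(CUG)12, cpd titration 92 nM–58 uM; Tb anti-His Ab 0.055 ng/ul, SA-XL665 5 nM (final); 60 min RT; ratiometric 665/545 nm, Ex 340 nm; normalized to buffer and full-complex controls.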
Menin-MLL TR inh – menin-MLL binding inhibition, Texas Red mutant peptide; O00255; Menin + Texas Red MLL mutant peptide, fluorescence polarization; Potency, µM (highest dose often 61.6 µM), inactives show at the highest dose FP activity change, negative = inhibition, most hits filed as inhibitors; actives 0.23% (n = 270,000); AID 1768; active = well fitted inhibition curve with a large enough effect in the polarisation, with a control signal flat, not every such curve was filed as active; inconclusive = small, poorly fitted or top-dose-only effect, or effect the other way, or a change in a side signal; inactive = no such curve, though single readings can be large or run the other way; the % refers to the polarisation; also: potency is read from the fitted curve at half-maximal effect; % of control where 0% means no effect; many of its hits are not listed in these tables
KCNH2 3.1 block – inhibitors of human KCNH2 3.1 potassium channel isoform | U2OS KCNH2 3.1, thallium flux FluxOr; active compounds read low | actives 0.95% (n = 340,000) | activity change, % (tested at about 1.8 µM);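 active = maximum activity change below -70%; inconclusive = maximum activity change from -70% to -50%; inactive = maximum activity change above -50%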;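 also: thallium influx rate constant from kinetic fluorescence after stimulation buffer; % is scaled to controls: 0 for no effect and ±100 for the full control effect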
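Virally transduced U2OS (3.1 isoform, 4 h infection in dark at RT) → overnight 37 C → FluxOr + Red40 in HBSS/HEPES, 45 min → stimulation buffer, 2 min kinetic read → rate constant vs DMSO controls.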
An asterisk follows results filed as active; ? = inconclusive; nt = not tested or not shown; [ ] = remark or other dose. Unless noted, calls follow the shape of the dose curve; as a rule, active = well fitted curve in the direction sought with a large enough effect; inconclusive = small, poorly fitted or top-dose-only effect, or another doubt; inactive = no such curve, though single readings can be large; an effect the other way counts as inactive or inconclusive. The list is partial; count on the stated rates, not on these rows.

Molecule	KCNH2 3.1 block	ELG1 DNA repair	PKM2 activator	Gal4-VP16 FLuc	Rab9 promoter act	Mito fusion act	MBNL1 CUG block	Menin-MLL TR inh	FLuc modulator	NPC1 promoter act	RORg inh
CC1OC(OC2C(OC3C(O[C@H]4CC[C@]5(C)C6C=C[C@]78OC[C@@]9(CC[C@@H](C)[C@H](C)C97)[C@H](O)C[C@@]8(C)[C@]6(C)CC[C@H]5C4(C)C)OC(C)C(O)C3O)OC(CO)C(O)C2O)C(O)C(O)C1O (stereo partly specified)	nt	?	-13%	?	-28%	2%	-12%	nt	-6%	-15%	?
O=C(O)c1cc(Cl)c(Cl)cc1C(=O)N1CCOCC1	1	13%	-9%	20%	2%	-3%	0%	-19%	-4%	0%	5%
CCOC(=O)c1c(C)[nH]c(C)c1C(=O)COC(=O)/C=C/c1cccc(Cl)c1	-7	?	0%	-5%	0%	2%	24%	-4%	3%	-2%	19%
O=C(NC1CC2CCCC(C1)N2C(=O)NC1CCCCC1)c1ccc(F)cc1 (stereo unspecified)	-11	-13%	-3%	2%	-3%	-4%	0%	-12%	6%	3%	?
COc1ccc(CCNC(=O)COc2ccc(-c3ccc(C#N)cc3)cc2)cc1	-4	-8%	-22%	-5%	-10%	0%	-6%	-9%	2%	1%	0%
CN1CCN(c2ccc([N+](=O)[O-])cc2/C=N/NC(=O)c2cccc([N+](=O)[O-])c2)CC1	nt	?	-16%	-9%	-8%	0%	?	-15%	1%	1%	9%
COc1ccccc1NC(=O)C1=C(C)NC(SCC(=O)c2ccc(C)cc2)=C(C#N)C1c1ccco1 (stereo unspecified)	nt	16µM*	6%	3%	-5%	2%	27%	-3%	9%	-5%	-29%
COc1ccccc1Nc1nc(N)nc(CN2CCCCC2)n1	3	?	10%	-12%[10 µM]	-8%	-24%	1%	-9%	-3%	-3%	-41%
COc1ccc(Cl)cc1S(=O)(=O)NC(C)C(=O)NCc1ccc2c(c1)OCO2 (stereo unspecified)	-4	3%	4%	1%	-2%	-17%	-2%	1%	9%	2%	-2%
Cc1cc(C(=O)N2CCN(S(=O)(=O)c3ccccc3C#N)CC2)c(C)o1	-7	-1%	nt	nt	-5%	-2%	nt	nt	nt	1%	nt
CCOC(=O)c1oc2ccccc2c1NC(=O)c1ccc2c(c1)OCO2	-27	0%	-1%	-8%	-3%	-1%	0%	8%	0%	-3%	-6%
COc1ccc(CCNC(=O)Cn2cnc3sc(C)c(-c4ccc(F)cc4)c3c2=O)cc1OC	-17	?	-2%	4%	-4%	-3%	3%	47%[activator]	4%	-9%	23%
COC(=O)c1ccc(CN2CCCC(C(=O)Nc3ccc(-c4ccn[nH]4)cc3)C2)cc1 (stereo unspecified)	4	?	1%	-3%	-2%	-2%	2%	nt	0%	3%	1%
CCN(CC)CCCNC(=O)N[C@@H](Cc1ccccc1)C(=O)O	-2	?	-3%	1%	-1%	-5%	-5%	10%	0%	4%	-1%
CCCC(=O)Nc1ccc(N2CCOCC2)cc1	-36	29%	-9%	2%	3%	2%	-7%	-11%	-5%	4%	27%
O=C(c1ccco1)N1CCC(c2nc(-c3ccccc3Cl)no2)CC1	3	-6%	0%	11%	3%	7%	?	-2%	-2%	0%	3%
CCOc1ccc(S(=O)(=O)Nc2ccc(C(=O)NCC3CCCO3)cc2)cc1 (stereo unspecified)	nt	-9%	1%	5%	2%	1%	-1%	nt	2%	1%	14%
O=c1c2ccccc2nnn1Cc1ccc2ccccc2c1	-15	?	7%	16%	8%	10%	25%	6%	?	-2%	31%
CCOC(=O)C1=C(N)OC2=C(C(=O)CC(C)(C)C2)C1c1cccs1 (stereo unspecified)	-1	18%	3%	2%	-1%	11%	1%	9%	-9%	-3%	13%
CCC(=O)Nc1ccc(NC(=O)c2ccccn2)cn1	3	?	-23%	nt	0.63µM*	-3%	-2%	16%	11µM*	1.3µM*	12%[0.365 µM]
COc1ccc2nc(C)cc(NCc3cccc(C(F)(F)F)c3)c2c1	-7	-13%	5%	-7%	-1%	0%	-4%	-17%	0%	-5%	2%
COc1nc(Cl)cn(-c2ccc(C)cc2)c1=O	-12	8%	5%	-2%	-4%	-2%	?	1%	-3%	-4%	27%
CCCC[C@]12Cc3cc(C#N)ccc3C(O1)c1c(cc(C)n(-c3ccccc3)c1=O)O2	nt	nt	-3%[11.5 µM]	-5%[10 µM]	0%[1.84 µM]	1%[9.22 µM]	-2%[11.5 µM]	0%[11.7 µM]	-1%[11.5 µM]	-3%[1.84 µM]	2%[10 µM]
C/C(=N\Nc1nc2c(s1)CCCC2)c1ccc(Cl)cc1	11	?	-3%	11µM*	19%	-10%	-11%	12%	19µM*	-2%	1.3µM*
CCN(CC)CCNC(=O)c1ccc(NC(=O)c2cn(-c3ccc(F)cc3)nc2-c2cccc(OC)c2)cc1	9	?	-3%	?	-1%	-11%	-8%	2%	?	1%	?
Cc1cccc(N(C(=O)Cn2nnc3ccccc32)C(C(=O)NC(C)(C)C)c2ccsc2)c1 (stereo unspecified)	-5	?	-4%	-1%	1%	?	3%	-2%	14%	-1%	-6%
COCCN(CCOC)c1ncnc2c1cnn2-c1ccccc1	7	?	0%	24%	16%	25%	4%	nt	-15%	5%	2%
S=c1[nH]nc(-c2c[nH]c3ccccc23)o1	9	-1%	nt	7%	-5%[1.84 µM]	-4%	-7%	5%	?	0%	12%
N#Cc1nc(Cc2cccc3ccccc23)oc1NCC1CCCO1 (stereo unspecified)	4	?	4%	9%	17%	8%	-4%	11%[11.7 µM]	1%	1%	16%
Cc1c(S(=O)(=O)NC2CCCCC2)c(=O)n(C)c(=O)n1C	-6	?	nt	nt	-1%	3%	nt	nt	0%	-1%	nt
CN1CCN(c2ccccc2NC(=O)c2ccc3c(c2)OCCO3)CC1	0	4%	2%	-5%	3%	-6%	-1%	-14%	3%	3%	-4%
C/C(=N\NC(=O)c1ccc(Br)cc1)C1C(=O)c2ccccc2C1=O	1	-2%	-2%	3.5µM*	21%	16%	15%	?	?	16%	4µM*
O=C(Cn1ncnn1)OCc1ccccc1Cl	-3	7%	2%	1%	-1%	-1%	14%	8%	0%	-9%	-30%
Oc1oc(-c2ccccc2)nc1C=Nc1ccccc1	7	?	-8%	?	21%	-5%	?	?	11µM*	21%	-15%
COc1cc(-c2noc(CCC(N)=O)n2)cc(OC)c1OC	nt	0%	4%	-2%	-7%	0%	10%	1%	0%	-3%	-9%
Cc1ccc(NCCC(=O)c2ccc(Cl)cc2)cc1C	-6	-1%	2%	-2%	6%	1%	-8%	26%	-1%	12%	-15%
Cc1cc(OCC(=O)Nc2ccccc2N2CCCC2)ccc1C(C)C	-14	-4%	nt	nt	-3%	0%	nt	nt	2%	0%	nt
Cc1n[nH]c(=O)nc1Nc1ccc(O)cc1	-7	20%	7%	7%	2%	2%	13%	-8%	0%	6%	23%
CSc1ccccc1-c1nnc(NC(=O)Cc2ccccc2)o1	2	-7%	nt	2.5µM*	5%	-6%	49%[activator]	-7%	3%	5%	1µM*
Cc1cc(C)cc(-n2c(C)cc(/C=N/NC(=O)CSc3ncccn3)c2C)c1	6	-14%	-2%	-14%	3%	-4%	-9%	?	-13%	3%	?
Cc1cccc(-c2cc(C(=O)Nc3ccc4c(c3)OCCO4)c3ccccc3n2)c1	-2	?	-10%	5%	14%	5%	-6%	2%	6.7µM*	-1%	18%
Cc1ccc(Sc2cc(C(F)(F)F)nc(N(C)C)n2)cc1	12	29%	6%	?	-2%	-2%	-6%	1%	5%	-2%	-20%
